Screening results as filed in PubChem BioAssay.
UPR XBP1 act: activators of adaptive arm of unfolded protein response (XBP1). hit rate 0.33% among 330,000. activation, % at 20 µM. CHO-XBP1 luciferase reporter, IRE1-XBP1 UPR activation, luminescence; percent of tunicamycin response, DMSO as zero;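 active = versus positive control, 20 µM dose yields 30% or more activation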;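 also: 100% = tunicamycin at 10 µg/mL and 0% = DMSO only wells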
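incubation = overnight seeding at 37 °C, 6 h compound treatment at 37 °C | assay system = CHO-XBP1 cells stably carrying IRE1-XBP1-driven luciferase reporter | input = 1000 cells per well | detection = luciferase luminescence | dosing = single point, 20 µM final compound, 1% DMSO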
EBI2 block: antagonists of human EBI2 receptor | P32249 | EBI2 beta-arrestin recruitment, luminescence, 7a,25-OHC stimulated | inhibition, % at 5 µM | hit rate 0.81% among 360,000; in the data active = inhibition above about 38%;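 also: enzyme fragment complementation signal reports receptor beta-arrestin coupling in cells; 0% = agonist plus DMSO wells and 100% = wells without agonist; some results beyond the cut were filed as inactive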
Target sequence (P32249 whole entry, looked up, the tested form may be a part): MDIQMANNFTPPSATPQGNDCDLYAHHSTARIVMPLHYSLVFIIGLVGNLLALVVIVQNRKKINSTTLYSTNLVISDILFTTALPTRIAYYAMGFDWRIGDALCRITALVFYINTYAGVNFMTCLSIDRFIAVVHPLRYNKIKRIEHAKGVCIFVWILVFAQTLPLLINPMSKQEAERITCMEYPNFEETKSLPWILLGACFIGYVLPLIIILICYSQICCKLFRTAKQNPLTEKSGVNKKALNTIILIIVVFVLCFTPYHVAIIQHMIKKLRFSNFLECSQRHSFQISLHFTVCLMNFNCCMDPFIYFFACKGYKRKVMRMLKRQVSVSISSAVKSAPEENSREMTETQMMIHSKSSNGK
CXCR6 inh: CXCR6 (human) receptor inhibition | O00574 | CHO-K1 PathHunter CXCR6 beta-arrestin, luminescence | inhibition, % at 20 µM | hit rate 0.36% among 360,000; in the data active = inhibition above about 34%, passing the limit was not always enough;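 also: antagonist mode with CXCL16 agonist at 10 nM final; 0% = 10 nM CXCL16 with DMSO and 100% = unstimulated wells without agonist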
Target sequence (O00574 whole entry, looked up): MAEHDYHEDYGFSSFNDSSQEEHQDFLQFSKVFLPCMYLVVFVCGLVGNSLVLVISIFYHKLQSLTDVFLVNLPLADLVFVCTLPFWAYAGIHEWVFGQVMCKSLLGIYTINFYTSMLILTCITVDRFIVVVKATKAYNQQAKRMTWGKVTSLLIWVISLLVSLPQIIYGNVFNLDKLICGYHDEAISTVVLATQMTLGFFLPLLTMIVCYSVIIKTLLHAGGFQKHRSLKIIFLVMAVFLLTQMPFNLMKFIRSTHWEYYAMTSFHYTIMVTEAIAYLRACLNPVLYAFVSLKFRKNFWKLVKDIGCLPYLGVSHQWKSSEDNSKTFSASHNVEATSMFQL
697 NFkB inh: lowers PMA/ionomycin-induced NF-kB signal in 697 B cells | hit rate 0.33% among 330,000 | inhibition, % at 4 µM | 697 B-cell NF-kB luciferase reporter, 16 h | AID 435022; in the data active = inhibition above about 35%
Gli-Sufu antag: blocks Gli-Sufu signaling in a luciferase reporter | AID 588413 | Sufu-KO-LIGHT fibroblasts, Gli luciferase reporter luminescence | hit rate 0.74% among 340,000 | inhibition, % at 5 µM;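 active = inhibition above about 55%, limit read from the data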;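 also: 0% = DMSO-treated cells and 100% = wells with medium but no cells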
Jurkat NFkB inh: inhibitors of the PMA/ionomycin-induced NF-kB reporter in Jurkat cells | PMA/ionomycin-induced NF-kB luciferase reporter, luminescence | inhibition, % at 4 µM | hit rate 0.53% among 330,000; in the data active = inhibition above about 50%
CCR6 antag: CCR6 (human) receptor antagonism. CHO-K1 CCR6 PathHunter beta-arrestin, luminescence, CCL20-stimulated. inhibition, % at 20 µM. hit rate 0.49% among 340,000. AID 493098;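 active = compounds whose inhibition of the agonist-driven luminescence signal at 20 µM reaches about 50%, limit read from the data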;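 also: cells stimulated with CCL20 at 14 nM final; plate controls were DMSO with CCL20 for no effect and DMSO without agonist for full effect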
Target sequence (P51684 whole entry, looked up): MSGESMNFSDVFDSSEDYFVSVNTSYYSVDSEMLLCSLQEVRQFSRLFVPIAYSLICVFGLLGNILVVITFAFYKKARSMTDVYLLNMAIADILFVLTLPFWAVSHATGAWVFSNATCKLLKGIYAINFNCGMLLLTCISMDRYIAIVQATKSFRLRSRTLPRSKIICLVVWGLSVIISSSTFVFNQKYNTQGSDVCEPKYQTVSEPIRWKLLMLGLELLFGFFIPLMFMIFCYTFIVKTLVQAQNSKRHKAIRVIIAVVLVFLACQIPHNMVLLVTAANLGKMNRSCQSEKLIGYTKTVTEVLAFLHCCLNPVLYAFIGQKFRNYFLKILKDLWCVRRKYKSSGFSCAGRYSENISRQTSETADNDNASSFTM
UPR CHOP act: activators of apoptotic arm of unfolded protein response (CHOP); CHO-CHOP luciferase reporter, UPR activation, luminescence; percent of tunicamycin response over DMSO baseline; activation, % at 10 µM; hit rate 0.34% among 330,000; AID 449763;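 active = at 10 µM dose, activation of 40% or more, normalized to positive control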;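 also: 100% = tunicamycin at 10 µg/mL and 0% = DMSO alone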
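Test system: CHO-CHOP cells, stable luciferase reporter of PERK-eIF2a-CHOP signalling | Quantity: 500 CHO-CHOP cells per well | Buffer or medium: F12 plus 10% serum | Compound dosing: 10 µM single point, 0.5% DMSO | Schedule: 6 h compound treatment, 37 °C | Signal: Luciferase luminescence | Control set: Tunicamycin high control, DMSO low control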
Mdm2-MdmX inh: human Mdm2/MdmX binding inhibition. O15151+Q00987. SaOS-2 split-luciferase Mdm2/MdmX complementation, luminescence. inhibition, % at 8 µM. hit rate 3% among 330,000. AID 485346;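 active = inhibition of at least 50% at 8 µM in the primary screen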
* = called active by the depositor; nt = no result given.

item	structure	UPR XBP1 act	EBI2 block	CXCR6 inh	697 NFkB inh	Gli-Sufu antag	Jurkat NFkB inh	CCR6 antag	UPR CHOP act	Mdm2-MdmX inh
1	COc1ccc(/C=N/Nc2ccccc2)cc1Cn1nc(C)c([N+](=O)[O-])c1C	-1	13	51*	-35	14	-15	37	-2.2	-5
2	COc1ccccc1C(=O)C1CCCN(C(=O)c2ccccc2C(C)=O)C1 (configuration not stated)	0	-7	10	-20	4	-20	7	5.9	-16
3	CN(C)S(=O)(=O)c1ccc(C(=O)Nc2ccn(C)n2)cc1	-3	-7	6	11	8	-9	8	3.6	-2
4	COc1cccc(CN(C)C(=O)c2cc(COc3ccc4ncccc4c3)on2)c1	2	1	-2	19	57*	52*	10	1.7	7
5	CN1C(=O)C(O)(CC(=O)c2cccc(-n3cccc3)c2)c2ccccc21 (configuration not stated)	2	10	-8	12	-1	-7	-12	-0.5	-2
6	Cc1cccc(OC(C)c2ccnc3nc(/N=C/N(C)C)nn23)c1 (configuration not stated)	0	-12	-6	-6	0	-2	5	3.4	11
7	Cc1cc(=O)n2nc(N3CCC(C(=O)NCc4ccco4)CC3)sc2n1	-2	3	-2	-17	-12	-2	5	2.3	-18
8	COc1cc(C(=O)N2CCCN(C)CC2)cc(OC)c1C	2	5	5	8	2	-1	9	0.4	0
9	N#CCc1nc(-c2cc3ccccc3oc2=O)cs1	3	8	0	9	-10	2	4	1.8	18
10	CCOC(=O)c1sc(NC(=O)CCc2ccc(OC)cc2)nc1C	5	-13	4	-2	1	-6	11	-1.0	-22
11	CN(Cc1ccccc1)S(=O)(=O)c1ccccc1Br	3	2	-8	6	-7	nt	19	1.3	2
12	COc1ccc(-n2c(SCC(=O)N3CCCCC3C)nnc2-c2cccnc2)cc1 (configuration not stated)	0	-1	7	-10	5	0	6	-1.4	12
13	Cc1cc(C)cc(NC(=O)c2cnn(-c3ccccc3)c2C2CCNCC2)c1	1	-2	-1	7	4	3	0	0.8	3
14	COC(=O)C1C(=O)C2=C(CC1C)Nc1ccccc1NC2c1cccs1 (configuration not stated)	-1	-6	-3	3	-5	-16	8	-1.0	-11
15	O=C(CS(=O)(=O)Cc1ccccc1)Nc1cccnc1	0	-14	-2	-25	0	8	-6	-1.8	0
16	COc1ccc(Br)cc1-c1nc(CCl)cs1	2	-20	-25	-21	1	-15	7	-1.4	15
17	Cn1c(SCCOc2cccc(Cl)c2)nnc1-c1ccncc1	1	-4	-2	-2	-14	4	9	-0.9	8
18	O=C(c1cccc(S(=O)(=O)N2CCCC2)c1)N1CCN(S(=O)(=O)c2cccc(Cl)c2)CC1	nt	-11	1	nt	-4	nt	-4	nt	nt
19	Cc1noc(C)c1CSc1nc2[nH]ncc2c(=O)n1-c1ccccc1	11	-5	6	55*	32	39	8	-1.1	69*
20	O=C(CCNC(=O)c1ccccc1Cl)Nc1ccc(Br)c(C(F)(F)F)c1	-1	-3	-3	8	-2	1	1	-1.4	2
21	CCOc1ccc(S(=O)(=O)N2CCN(C(=O)c3cc([N+](=O)[O-])ccc3N3CCOCC3)CC2)cc1	-2	-11	1	22	3	39	16	7.5	60*
22	Cc1nc(N2CCCCC2)c2c(C)c(C(=O)Nc3ccc4c(c3)OCCO4)sc2n1	-1	27	-1	-36	8	-2	14	-0.5	12
23	CN(CC(=O)NC(=O)NC1CCCCC1)CC(=O)Nc1ccc(Cl)cc1	-2	8	-1	-8	8	-3	9	-1.7	-8
24	CCCCN=C1NN=C(c2ccc(C)c(C)c2)CS1	0	16	2	-43	-2	-50	18	1.2	-38
25	CCCCN(C)C(=O)c1nc2ccccn2c1CN1CCSCC1	0	-20	-11	-9	10	-10	8	-0.5	7
26	O=C(CCc1ccccc1)N1CCN(c2ccc([N+](=O)[O-])cc2)CC1	-4	23	-2	-7	11	14	10	-1.3	4
27	Cc1ccc(NC(=O)COC(=O)Cn2c(C)csc2=O)cc1	2	-3	5	6	-1	-2	0	2.7	-14
28	COC(=O)N/N=C/c1ccc(OC(=O)c2ccco2)c(OC)c1	1	-11	-8	-19	-2	-21	0	-0.7	-12
29	CCc1ccc(-c2cc(C(=O)N3N=C(C(F)F)CC3(O)C(F)F)c3ccccc3n2)cc1 (configuration not stated)	9	15	6	-9	-17	-11	12	7.8	2
30	COC(=O)C1=C(NC(=O)C(C)(C)C)CCS1	-3	-21	-6	13	1	3	6	0.3	20
31	COC(=O)C1=CN(Cc2ccccc2)C=C(C(=O)OC)C1c1cc(F)ccc1F	2	5	26	0	12	0	37	4.2	-14
32	Cc1ccc(-c2csc3ncnc(N4CCN(Cc5ccccc5)CC4)c23)cc1	-2	16	-23	-9	13	4	24	6.7	4
33	O=C(CCC(=O)NC1CCCCC1)Nc1cccnc1	-4	3	6	0	0	1	8	0.2	-21
34	C#CCOCCOCCOCCNc1nc(N2CCOCC2)nc(N2CCN(C(=O)[C@H](CCCN=C(N)N)n3cc(C(N)[C@@H](C)CC)nn3)CC2)n1 (some centres not stated)	1	-2	1	5	10	-3	6	-0.1	7
35	CC(=O)c1sc(NC(=O)c2ccc(F)c(S(=O)(=O)N3CCOCC3)c2)nc1C	0	4	2	14	6	-1	8	0.2	14
36	CC(=O)Nc1ccc(NC(=O)Nc2cccc(C)c2C)cc1	4	-3	6	-10	-3	-11	13	0.0	-4
37	O=C(NCCOc1ccccc1)C1CCC(=O)N(CCc2ccc(Cl)cc2)C1 (configuration not stated)	-3	40	3	-29	10	-4	7	0.8	8
38	Cc1cccc(N2CC(O)(c3cccs3)[N+]3=C2CCCCC3)c1 (configuration not stated)	-1	5	4	11	29	-5	-2	-0.8	-11
39	O=S(N1CCc2ccccc21)C12CC3CC(CC(C3)C1)C2 (configuration not stated)	-2	-2	-5	7	1	2	10	0.1	-3
40	CCNc1nc(NCC)n2c(SCC(=O)c3ccccc3F)nnc2n1	-4	3	8	-3	-5	-7	-6	-0.1	14

Given screen by screen: part of the list above
23: CN(CC(=O)NC(=O)NC1CCCCC1)CC(=O)Nc1ccc(Cl)cc1
24: CCCCN=C1NN=C(c2ccc(C)c(C)c2)CS1
25: CCCCN(C)C(=O)c1nc2ccccn2c1CN1CCSCC1
26: O=C(CCc1ccccc1)N1CCN(c2ccc([N+](=O)[O-])cc2)CC1
27: Cc1ccc(NC(=O)COC(=O)Cn2c(C)csc2=O)cc1
28: COC(=O)N/N=C/c1ccc(OC(=O)c2ccco2)c(OC)c1
29: CCc1ccc(-c2cc(C(=O)N3N=C(C(F)F)CC3(O)C(F)F)c3ccccc3n2)cc1 (configuration not stated)
30: COC(=O)C1=C(NC(=O)C(C)(C)C)CCS1
31: COC(=O)C1=CN(Cc2ccccc2)C=C(C(=O)OC)C1c1cc(F)ccc1F
32: Cc1ccc(-c2csc3ncnc(N4CCN(Cc5ccccc5)CC4)c23)cc1
screen / no.,23,24,25,26,27,28,29,30,31,32
UPR XBP1 act,-2,0,0,-4,2,1,9,-3,2,-2
EBI2 block,8,16,-20,23,-3,-11,15,-21,5,16
CXCR6 inh,-1,2,-11,-2,5,-8,6,-6,26,-23
697 NFkB inh,-8,-43,-9,-7,6,-19,-9,13,0,-9
Gli-Sufu antag,8,-2,10,11,-1,-2,-17,1,12,13
Jurkat NFkB inh,-3,-50,-10,14,-2,-21,-11,3,0,4
CCR6 antag,9,18,8,10,0,0,12,6,37,24
UPR CHOP act,-1.7,1.2,-0.5,-1.3,2.7,-0.7,7.8,0.3,4.2,6.7
Mdm2-MdmX inh,-8,-38,7,4,-14,-12,2,20,-14,4

33: O=C(CCC(=O)NC1CCCCC1)Nc1cccnc1
34: C#CCOCCOCCOCCNc1nc(N2CCOCC2)nc(N2CCN(C(=O)[C@H](CCCN=C(N)N)n3cc(C(N)[C@@H](C)CC)nn3)CC2)n1 (some centres not stated)
35: CC(=O)c1sc(NC(=O)c2ccc(F)c(S(=O)(=O)N3CCOCC3)c2)nc1C
36: CC(=O)Nc1ccc(NC(=O)Nc2cccc(C)c2C)cc1
37: O=C(NCCOc1ccccc1)C1CCC(=O)N(CCc2ccc(Cl)cc2)C1 (configuration not stated)
38: Cc1cccc(N2CC(O)(c3cccs3)[N+]3=C2CCCCC3)c1 (configuration not stated)
39: O=S(N1CCc2ccccc21)C12CC3CC(CC(C3)C1)C2 (configuration not stated)
screen / no.,33,34,35,36,37,38,39
UPR XBP1 act,-4,1,0,4,-3,-1,-2
EBI2 block,3,-2,4,-3,40,5,-2
CXCR6 inh,6,1,2,6,3,4,-5
697 NFkB inh,0,5,14,-10,-29,11,7
Gli-Sufu antag,0,10,6,-3,10,29,1
Jurkat NFkB inh,1,-3,-1,-11,-4,-5,2
CCR6 antag,8,6,8,13,7,-2,10
UPR CHOP act,0.2,-0.1,0.2,0.0,0.8,-0.8,0.1
Mdm2-MdmX inh,-21,7,14,-4,8,-11,-3

Other structures follow.
item	structure	UPR XBP1 act	EBI2 block	CXCR6 inh	697 NFkB inh	Gli-Sufu antag	Jurkat NFkB inh	CCR6 antag	UPR CHOP act	Mdm2-MdmX inh
41	NNc1nc2c(F)cccc2s1	0	-3	-6	-42	15	-38	4	3.0	3
42	COc1ccc(NC(=O)c2ccccc2N(Cc2ccccc2)S(C)(=O)=O)c(OC)c1	-2	-6	-8	4	30	12	10	-0.9	-12
43	CCNc1nc(C)nc2c1oc1ccccc12	3	-4	-6	1	2	-1	-2	-0.3	-4
44	Cc1ccc(Sc2nc(-c3ccccc3)nnc2C(F)(F)F)cc1	-10	31	33	16	1	5	38	40*	54*
45	Cc1ccc(C)c(OCc2nnc(NC(=O)c3ccc4c(c3)OCO4)s2)c1	-1	3	-7	4	0	17	7	1.6	69*
46	CC(=O)c1ccc(N2CCN(CC(=O)NC(=O)NCc3ccccc3)CC2)cc1	3	3	-5	-9	0	-14	7	1.2	-21
47	COc1ccccc1C(=O)NC(=O)COC(=O)CNC(=O)c1ccc(Cl)cc1Cl	-4	-7	-4	12	-3	7	6	-0.4	-5
48	c1csc(-c2ccc(N3CCOCC3)nn2)c1	-4	-9	-5	-69	-35	-37	3	-1.4	-28
49	Cc1sc(NC(=O)c2ccccc2F)c(CN2CCCCC2)c1C	2	-5	-1	-47	-59	-26	21	3.2	-32
50	Nc1n[nH]c2ccccc12	-2	-9	-2	28	-2	-2	11	-2.4	9
51	CC1(C)NC(=O)N(CCCCOc2ccc3ccccc3c2Cl)C1=O	2	3	-2	-22	-34	-19	5	4.1	2
52	COc1ccc(CCNC(=O)Cn2nnc(-c3cccs3)n2)cc1OC	-5	-4	-1	0	-6	-6	-4	-1.3	11
53	CCN(CC)C(c1ccc(C)cc1)c1nnnn1C1CCCCC1 (configuration not stated)	1	4	9	-23	8	-12	23	-1.8	-26
54	CN1CCN(S(=O)(=O)c2cccc(C(=O)NCc3ccccc3Cl)c2)CC1	0	-6	3	2	4	3	8	0.9	14
55	C=C(C)CNC(=S)N/N=C\c1ccc2c(c1)OCO2	2	17	5	-19	-12	-18	15	0.7	9
56	CCN(CC)c1ccc(/C=N/NC(=O)CC(C)C)cc1	4	19	0	4	-27	-25	16	1.5	17
57	O=C(CCc1ccccc1)Nc1cccc(S(=O)(=O)N2CCOCC2)c1	-1	4	0	5	4	16	-5	-0.1	-16
